Assay outcomes as filed in PubChem BioAssay.
Cneo AK release = Cryptococcus neoformans lysis via adenylate kinase release. C. neoformans lysis, adenylate kinase release luminescence, 4 h; normalised: neutral wells 0, clomiphene wells 100. lysis activity, % at 15 µM. 0.2% of 360,000 active;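 active = mean lysis activity across replicates of at least 80%, whatever share of replicates individually reach that level; inactive = mean lysis activity below 80%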
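Assay system: log-phase C. neoformans yeast / Quantity: yeast cell density of 5 × 10^6 cells/mL / Medium: fresh YPD growth medium / Compound: single dose / Timing: static 4 h at 37 °C with compound, 1 h detection / Measured by: adenylate kinase release luminescence / Read-out: lysis from increased AK signal / Benchmarks: Clomiphene as positive lysis control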
PGC1a acetyl inh = modulators of PGC1a acetylation | U2OS PGC1a acetylation, AlphaScreen anti-acetyl-lysine; with virally co-expressed GCN5 acetyltransferase | inhibition, % at 15.6 µM | 0.17% of 350,000 active | AID 651687;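 active = every replicate shows inhibition of at least 40%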;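 note: 0% = neutral control wells and 100% = positive control wells; some results beyond the cut were filed as inactive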
CFTR F508del cor = correctors of CFTR F508del function in bronchial epithelial cells; AID 720511; 0.36% of 350,000 active; CFBE cells, YFP halide quenching; stimulated with forskolin plus potentiator P3; % fluorescence drop versus neutral controls; activity (quench increase), % at 7.58 µM;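 active = mean added fluorescence quench of at least 8% versus neutral control, with both replicates also reaching 8%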;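 note: cells transiently co-express mutant CFTR-F508del with the halide-sensitive YFP; corrector assay measuring rescue of mutant channel to the surface after 24 h compound exposure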
GSIS activator = GLuc luminescence reporter in INS-1E cells, primary screen for activators of glucose-dependent secretion of insulin; INS-1E GLuc reporter insulin secretion, 2-3 h; activation, % at 16.6 µM; 0.61% of 370,000 active;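 active = lowest replicate activation of at least 40%, so every replicate reaches that level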;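 note: 0% = median of neutral control wells and 100% = median of IBMX positive control wells; some compounds called inactive have numbers as strong as hits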
C2C12 statin = protects C2C12 myotubes from simvastatin toxicity; 0.78% of 330,000 active; ATP luminescence, 48 h; scaled: DMSO 0, geranylgeraniol control 100; AID 602340; rescue of ATP level, % at 7.49 µM;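 active = mean ATP rescue above about 67%, or every replicate alone reaching that limit, limit read from the data, passing the limit was not always enough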;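 note: myotubes were challenged with 10 µM simvastatin during compound exposure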
FN deposit inh = fibronectin deposition inhibition | AH1F fibroblasts, Alexa488-fibronectin deposition fluorescence, overnight | inhibition, % at 12.6 µM | 0.086% of 350,000 active | AID 743247;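 active = mean inhibition across replicates of 30% or more, regardless of how many single replicates reach that level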;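 note: positive control wells lacked labelled fibronectin entirely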
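Test system: AH1F fibroblast monolayer depositing Alexa488-labelled fibronectin into matrix. Input: 10000 cells per well. Technique: fluorescence, ex 485 nm, em 525 nm. Buffer or medium: DMEM plus 2% serum, read in PBS. Timing: 1 h cell adhesion before compound, then overnight fibronectin incubation. Compound: single dose, pinned. Read-out basis: inhibition from reduced deposited-fibronectin fluorescence.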
miR122 inh = miR-122 inhibition in Huh7 cells. Huh7 miR-122 Renilla luciferase sensor, 48 h; neutral wells = 0, positive control = 100. activation (reporter increase), % at 12.5 µM. 0.3% of 340,000 active;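 active = mean replicate activation score at least 90 and every replicate individually at or above 90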;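 note: higher luciferase means less miR-122 activity so hits act as miR-122 inhibitors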
PglD inh = inhibitors of Campylobacter jejuni PglD acetyltransferase | purified PglD enzyme, DTNB colorimetric CoA detection | 0.098% of 360,000 active | inhibition, % at 12.5 µM; in the data active = inhibition above about 16%, passing the limit was not always enough; note: strong numbers were not always called active
Numbers without * were called inactive; / = no result given; & = joins results of further samples; [ ] = dose if it differs, or a comment.

[1] [O-][N+]12CC[N+]([O-])(CC1)c1ccccc12
[2] C[C@@H]1CN([C@H](C)CO)C(=O)c2ccccc2-c2ccccc2CO[C@@H]1CN(C)S(=O)(=O)c1cccc(C#N)c1
[3] Cc1ccc(C)c(NC(=O)COC(=O)c2cc(=O)c3ccccc3o2)c1
[4] COc1ccc(CNC(=O)CN(C(=O)CCC(=O)Nc2ccccn2)c2ccc(C)cc2)cc1
[5] c1ccc2c(-c3[nH]ncc3CNCCCn3ncc4ccccc43)cccc2c1
[6] COc1cc(C(=O)COC(=O)c2cccs2)cc(OC)c1OC
[7] COc1ccc(-c2nc(SC(C)C(=O)c3c(N)n(C)c(=O)n(C)c3=O)n[nH]2)cc1 (stereo not drawn)
[8] N#CC1=C(N)Oc2c(ccc3cccnc23)C1c1ccncc1 (stereo not drawn)
Compound	1	2	3	4	5	6	7	8
Cneo AK release	5	0	/	2	2	0	-1	-1
PGC1a acetyl inh	0	1	-12	/	-4	7	0	-19
CFTR F508del cor	/	-0.9	/	-1.2	-2.4	-0.6	2.3	1.7
GSIS activator	-3	7	/	14	-1	-4	2	12
C2C12 statin	11	5	2	-8	-4	2	-2	/
FN deposit inh	/	4	/	-2	-5	6	8	-12
miR122 inh	-6	/	0	5	-17	-6	-2	1
PglD inh	-5	-1	6	2	6	-2	0	-2

[9] CCN(C[C@H]1N[C@H](CO)[C@H]1c1ccc(-c2ccccc2)cc1)C(=O)COC
[10] COc1ccc(N2c3ccccc3CN(Cc3ccccc3)[C@@H](C)[C@H]2Cc2cccnc2)cc1
[11] O=C(Nc1cccc(S(=O)(=O)N2CCOCC2)c1)c1cc2ccccc2o1
[12] CCOC(=O)c1nn(-c2ccc(Cl)cc2C)ccc1=O
[13] C[C@@H](NC(=O)C[C@H]1CC[C@H](NC(=O)C2CC2)[C@@H](CO)O1)c1ccccc1
[14] Cc1nc(N/N=C/c2cccc(F)c2)cc(N2CCOCC2)n1
[15] CCc1ccc2c(c1)NC(=O)C2(C)Cc1ccccc1OC (stereo not drawn)
[16] O=C(Nc1ccc2c(c1)[C@H]1C[C@@H](CC(=O)N3CCOCC3)O[C@H](CO)[C@H]1O2)Nc1ccccc1F
Compound	9	10	11	12	13	14	15	16
Cneo AK release	2	0	-11	3	0	-3	1	2
PGC1a acetyl inh	1	-20	-15	/	6	-6	/	4
CFTR F508del cor	-0.9	-4.2	-0.3	-1.1	-4.6	-0.3	-6.7	-1.6
GSIS activator	-2	-9	-10	9	-5	-6	-45	4
C2C12 statin	-1	5	-3	-6	2	-14	8	-6
FN deposit inh	-1	-10	-5	-4	-5	10	-9	4
miR122 inh	-12[16.7 µM]	-1	-9	/	/	-14	1	1[16.7 µM]
PglD inh	0	-1	0	-4	8	-29	1	0

Molecules from the list above that contain an aryl methoxy group (5):
[4] COc1ccc(CNC(=O)CN(C(=O)CCC(=O)Nc2ccccn2)c2ccc(C)cc2)cc1
[6] COc1cc(C(=O)COC(=O)c2cccs2)cc(OC)c1OC
[7] COc1ccc(-c2nc(SC(C)C(=O)c3c(N)n(C)c(=O)n(C)c3=O)n[nH]2)cc1 (stereo not drawn)
[10] COc1ccc(N2c3ccccc3CN(Cc3ccccc3)[C@@H](C)[C@H]2Cc2cccnc2)cc1
[15] CCc1ccc2c(c1)NC(=O)C2(C)Cc1ccccc1OC (stereo not drawn)
Compound	4	6	7	10	15
Cneo AK release	2	0	-1	0	1
PGC1a acetyl inh	/	7	0	-20	/
CFTR F508del cor	-1.2	-0.6	2.3	-4.2	-6.7
GSIS activator	14	-4	2	-9	-45
C2C12 statin	-8	2	-2	5	8
FN deposit inh	-2	6	8	-10	-9
miR122 inh	5	-6	-2	-1	1
PglD inh	2	-2	0	-1	1

(further entries)
[17] COc1ccc(NC(=O)c2nc[nH]c2C(=O)N[C@H](C)c2ccccc2)cc1
[18] CSc1nc(N)c2c3c(sc2n1)CN(C)CC3
[19] C[C@H](CO)N1C[C@H](C)[C@@H](CN(C)Cc2ccc(C(=O)Nc3ccccc3N)cc2)Oc2ccc(NC(=O)NC3CCCCC3)cc2CC1=O
[20] CC(C)(C)NC(=O)CN(C(=O)CS(=O)CC(=O)Nc1ccc(F)cc1)c1ccccc1 (stereo not drawn)
[21] C[C@@H]1CN([C@H](C)CO)C(=O)c2cc(NC(=O)Nc3cccc4ccccc34)ccc2O[C@@H]1CN(C)C(=O)Nc1ccc(C(F)(F)F)cc1
[22] C[C@H]1CN([C@@H](C)CO)C(=O)CCCn2nncc2CO[C@H]1CN(C)Cc1ccc2c(c1)OCCO2
[23] CC(C)(C)OC(=O)N1CCCN(C(=O)Nc2ccc(OC(F)(F)F)cc2)CC1
[24] O=C(CCSc1nc2ccccc2o1)N1CCOCC1
Compound	17	18	19	20	21	22	23	24
Cneo AK release	-1	-3	0	-2	-9	38	0	0
PGC1a acetyl inh	-7	-1	-9	4	8	-3	-1	5
CFTR F508del cor	4.4	-1.6	-0.3	/	0.8	-2.7	-0.7	/
GSIS activator	-13	4	4	/	-11	14	-41	/
C2C12 statin	-4	-12	-7	-7	19	-14	-41	7
FN deposit inh	5	9	/	/	/	-5	-1	/
miR122 inh	6	-4	17[16.7 µM]	-4	-26[16.7 µM]	18[16.7 µM]	/	-2
PglD inh	-10	-2	3	-2	1	-2	5	-2

[25] Cc1ccc(S(=O)(=O)Nc2ccc3c(c2)C(=O)N([C@H](C)CO)C[C@H](C)[C@@H](CN(C)S(=O)(=O)c2ccc(C)cc2)O3)cc1
[26] O=C(Nc1ccc(Oc2ccc(NC(=O)c3ccco3)c(NC(=O)c3ccco3)c2)cc1)c1ccco1
[27] Cc1ccc(S(=O)(=O)N2CCC(C(=O)Nc3cccnc3)CC2)cc1
[28] NC(=O)N1c2ccccc2C=Cc2ccccc21
[29] O=C(CN1CCOCC1)NCC[C@H]1CC[C@H](NC(=O)Nc2ccc(Cl)cc2)[C@H](CO)O1
[30] CCC(=O)Nc1ccc(Oc2ccc3c(c2)C(=O)N(c2ccc(O)cc2)C3=O)cc1
[31] CN(C)c1ccc(/C=C/c2ccc3ccccc3[n+]2C)cc1
[32] c1ccc2cc3[nH]c(CN4CCOCC4)nc3cc2c1
Compound	25	26	27	28	29	30	31	32
Cneo AK release	-3	0	0	-1&0	4	0	-4	-1
PGC1a acetyl inh	3	-10	2	-1&11	1	/	35	46
CFTR F508del cor	-0.7	1.6	1.2	-0.7&-1.0	-1.4	/	/	/
GSIS activator	-4	11	-1	3&6	-4	/	-49	/
C2C12 statin	-58	-10	-2	1&6	5	0	-70	0
FN deposit inh	/	/	-1	7	/	-5	-14	/
miR122 inh	1[16.7 µM]	1	-5	0&-8	/	3	-49	2
PglD inh	8	0	2	0&1	2	2	-2	-3

Results in sequence from above:
GSIS activator, nos. 23–28: -41, /, -4, 11, -1, 3&6
Cneo AK release, nos. 23–28: 0, 0, -3, 0, 0, -1&0

Additional entries
[33] O=C1CCCCN1CCCC(=O)N1CCCC(Nc2ccc(F)cc2)C1 (stereo not drawn)
[34] Cn1c(Cn2cnc(Cl)c2Cl)nc2ccccc21
[35] COc1ccc(CN(C)C(=O)/C=C/c2ccc(S(=O)(=O)N3CCOCC3)cc2)cc1F
[36] Cc1ccc(S(=O)(=O)Nc2ccc3c(c2)C(=O)N([C@H](C)CO)C[C@H](C)[C@@H](CN(C)C(=O)Nc2ccc(F)cc2)OCCCC[C@H](C)O3)cc1
[37] COc1n[nH]c(C(=O)NCc2ccccc2)c1[N+](=O)[O-]
[38] CC#CCc1cc2ccccc2c(=O)o1
[39] N#C[C@@H]1[C@@H](c2ccccc2)[C@@H](CO)N1C(=O)c1cccnc1
[40] CC(=NCc1ccccc1)C1=C(O)COC1=O
Compound	33	34	35	36	37	38	39	40
Cneo AK release	0	0	1	2	/	1	0	2
PGC1a acetyl inh	/	3	-1	17	-4	6	5	4
CFTR F508del cor	1.0	/	-1.6	0.4	-0.7	4.0	-1.1	/
GSIS activator	-6	/	-25	9	4	-6	16	-1
C2C12 statin	-1	-3	19	/	/	-3	-30	-5
FN deposit inh	-12	/	-5	-3	7	/	-9	/
miR122 inh	-6	-5	-1	10[16.7 µM]	2	-4	/	1
PglD inh	-3	4	0	-9	/	0	1	-1

[41] CC(=O)NC(C1C(=O)CC(C)(C)CC1=O)(C(F)(F)F)C(F)(F)F
[42] O=C(Nc1nc2c(s1)CN(Cc1ccccc1)CC2)C1CCC1
[43] COc1ccc(C)cc1S(=O)(=O)NC1CCCC1
[44] COc1cc(/C=N/NC(=O)c2ccc3nc[nH]c3c2)ccc1O
[45] COCC(=O)Nc1ccc2c(c1)C(=O)N(C)[C@@H]1CC[C@H](CC(=O)NCCc3ccccc3)O[C@@H]1CO2
[46] CC1(C(=O)Nc2ccc(F)c(Cl)c2)Cc2c(-c3ccccc3)ccnc2O1 (stereo not drawn)
[47] O=C(CN1C(=O)NC2(CCCCC2)C1=O)N1CCc2ccccc2C1
[48] CNC[C@H]1OCCCC[C@H](C)Oc2ccc(N)cc2C(=O)N([C@@H](C)CO)C[C@@H]1C
Compound	41	42	43	44	45	46	47	48
Cneo AK release	0	-2	1	/	3	0	0	-4
PGC1a acetyl inh	23	-16	-19	9	-5	/	12	3
CFTR F508del cor	/	5.8	/	-1.3	-1.0	-2.4	2.1	0.3
GSIS activator	/	-4	/	9	-7	3	0	3
C2C12 statin	4	-8	0	/	18	13	10	20
FN deposit inh	/	/	/	-11	2	-4	-14	-7
miR122 inh	-7	-3	170*	/	-6[16.7 µM]	-1	-1	0[16.7 µM]
PglD inh	5	/	0	/	-4	-1	1	2

[49] CC1CCCN(C(=O)CN2CCN(C(=O)c3ccco3)CC2)C1 (stereo not drawn)
[50] O=C(C[C@@H]1C=C[C@@H](NS(=O)(=O)c2ccc(F)cc2)[C@H](CO)O1)NC1CCCCC1
[51] Cc1cc(C(=O)NCC(=O)Nc2c(C)cccc2C)c2ccccc2n1
[52] COCC#Cc1cnc2c(c1)C(=O)N([C@H](C)CO)C[C@@H](C)[C@H](CN(C)C(=O)C1CC1)O2
Compound	49	50	51	52
Cneo AK release	4	37	0	3
PGC1a acetyl inh	5	-2	5	5
CFTR F508del cor	/	2.0	-1.0	-0.8
GSIS activator	/	23	-4	8
C2C12 statin	3	14	-1	11
FN deposit inh	-5	/	/	-24
miR122 inh	1	/	/	-2[16.7 µM]
PglD inh	-5	-3	-2	0

No enrichment for hits, and some 2.1% of all compounds hit somewhere here.
